Screens: PubChem BioAssay, several laboratories
TNAP activators: human TNAP enzyme activators, primary screen, biochemical, luminescent, no phosphate acceptor, uHTS (AID 1001); one-dose activation fold at 20 µM; EC50 in µM for titrated hits; 0.03% of 200,000 active; purified TNAP, luminescent activation assay, no phosphate acceptor; higher activation fold means a stronger effect; Alkaline phosphatase, tissue-nonspecific isozyme (Homo sapiens); in the data active means activation fold from about 3, or a potency from the dose series; inactive means the rest, 99 in 100 with activation fold below about 1.6; further: many of its hits are not listed in these tables
MT stabilizer: microtubule stabilizers in HeLa cells, primary screen, imaging, high-content imaging | 0.83% of 200,000 active | % tubulin-high responders, % at 10 µM | HeLa tubulin immunostaining HCS, 24 h; share of cells brighter than vehicle mean+2SD;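 active means plate Z-score above 3 for both tubulin-high and condensed-nucleus cell shares, with cell loss under 80%, at 10 µM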;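 further: anti alpha tubulin signal scored within the nucleus-defined area of each cell; some results filed as inactive read as strong as hits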
human PMI inhibitors: human PMI inhibitors, high substrate, primary screen, biochemical, fluorescence intensity, high mannose 6-phosphate (AID 1220) | 0.66% of 190,000 active | Mannose-6-phosphate isomerase (Homo sapiens) | one-dose inhibition, % at 20 µM; IC50 in µM for titrated hits | recombinant PMI enzyme, coupled fluorescence intensity; higher % means a stronger effect
bCat nuc transl: modulators of beta-catenin nuclear translocation, primary screen, imaging, HeLa cells, immunofluorescence, high-content. nuclear translocation activity, % at 5 µM. AID 1665, 2009. 0.3% of 190,000 active;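 active means nuclear translocation activity above 50% at 5 µM, with a well cell count of 50 or more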;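 further: per-cell ratio of nuclear to cytoplasmic median beta-catenin stain intensity; plate controls were DMSO negative control for no effect and GSK-3 inhibitor IX positive control for full effect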
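Assay system: human HeLa cells, native beta-catenin; doses: 5 µM primary, 0.02–20 µM confirmation; incubation: compound treatment 24 h, 37°C, 5% CO2; technique: fluorescence imaging of beta-catenin antibody stain plus DAPI; measure: % activation, nuclear-to-cytoplasmic median beta-catenin signal ratio per cell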
Autophagy mod: autophagy modulators in MEF cells, primary screen, imaging, high-content, MEF GFP-LC3; 0.98% of 190,000 active; MEF GFP-LC3 puncta imaging; test concentration mostly 10 µM; calls only at 10 µM (by protocol);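 active means percentage of spot-positive cells more than 3 SD above its plate mean, without a fluorescence outlier flag or 80% toxicity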;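 further: spot-positive cell cutoff set from DMSO-treated cells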
Ins promoter up: insulin promoter activators in MIN6 cells, imaging, high-content screening, mouse beta cells. MIN6 insulin promoter-GFP reporter; active compounds read high. z-score at 5 µM. 0.3% of 190,000 active;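 active means z-score above 3 at 5 µM with at least 500 cells counted in the well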
Hep lipid drop: inhibitors of hepatocyte lipid droplet formation, primary screen, imaging, high-throughput imaging, BODIPY stain | AML12 mouse hepatocytes, oleate lipid droplets | 0.4% of 240,000 active | inhibition, % at 6.5 µM | AID 1656, 2009;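 active means lipid droplet intensity inhibited by at least 50%, with more than 500 cells counted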
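Material – AML12 mouse liver cells · Also added – oleate loading, 100 µM · Compound dosing – 6.5 µM single-point dosing · Times – overnight treatment with compound plus oleate · Measured by – fluorescence imaging, 20x objective, two fields per well · Read-out – percent inhibition of filter-corrected integrated lipid droplet intensity per well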
PMI inhibitors: inhibitors of human PMI, primary screen, biochemical, fluorescence intensity, coupled assay (AID 1209). purified PMI enzyme, coupled fluorescence intensity; higher % means a stronger effect. one-dose inhibition, % at 20 µM; IC50 in µM for titrated hits. 0.42% of 190,000 active;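 further: plate controls were DMSO vehicle for no effect and wells lacking substrate for full effect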
T cell modulator: modulators of CD8 T cell-vesicle binding, primary screen, mouse 2C CD8+ T cells, flow cytometry. AID 2052, 2009. calls only at 7 µM. 0.068% of 330,000 active. 2C CD8+ T cell-vesicle binding; active compounds read low;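 active means response, share of CD8 T cells binding vesicles, and their 90th percentile fluorescence all below set limits, cut at about 80% in these data, passing the limit was not always enough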
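System: murine 2C transgenic CD8+ T lymphocytes; also added: QL9-loaded Drosophila micro-vesicles; times: binding 1.5 h at 37 °C; measured by: flow cytometry, PE anti-B7-1 (FL2) versus Alexa647 anti-CD8 (FL8), PFA-fixed; control set: Peptide-free naked vesicles (low) and QL9 vesicles with 0.7% DMSO vehicle (high)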
Ins promoter up cell count: recorded beside Ins promoter up, whose call it bears; cell count; measured here: cytotoxicity, nuclei count;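 total cells summed across four imaged fields per well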
Hep lipid drop cells 6.5 µM: recorded beside Hep lipid drop, whose call it bears; cell count; measured here: cell count, cytotoxicity flag;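 cells counted across two imaged fields per well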
bCat nuc transl cell count 5 µM: also measured in bCat nuc transl; calls as there; cell count; measured here: cell count, cytotoxicity flag
T cell modulator vesicle-bound %: further read-out of T cell modulator, marked with its call; double positive events, %; measured here: CD8+ vesicle-bound cell fraction;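 binding gate set so that unloaded-vesicle control wells show 10% double positive cells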
MT stabilizer Hoechst-high %: recorded beside MT stabilizer, whose call it bears; % Hoechst-high responders; measured here: nuclear condensation Hoechst responders;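 share of cells brighter than vehicle mean plus two SD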
MT stabilizer cytotoxicity %: second read-out of MT stabilizer, no call of its own (marks repeat the call); toxicity, %; measured here: cytotoxicity by cell density;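 0% = mean cell density of plate MIN control wells and 100% = no cells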
Autophagy mod cell loss 18 h: further read-out of Autophagy mod, marked with its call; toxicity, %; measured here: cell loss, nuclei count;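 cell loss after 18 h compound exposure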
An asterisk follows results filed as active; i = inactive; . = not tested or not shown; + = active, no number. Unless noted, no stated cut-off is given here; in the data, active means inhibition above about 50%; inactive means the rest.

The line under a structure holds: TNAP activators	MT stabilizer	MT stabilizer Hoechst-high %	MT stabilizer cytotoxicity %	human PMI inhibitors	bCat nuc transl	bCat nuc transl cell count 5 µM	Autophagy mod	Autophagy mod cell loss 18 h	Ins promoter up	Ins promoter up cell count	Hep lipid drop	Hep lipid drop cells 6.5 µM	PMI inhibitors	T cell modulator	T cell modulator vesicle-bound %
> O=C(/C=C\c1ccc2c(c1)OCO2)Nc1c2c(nn1-c1ccc(Cl)cc1)CSC2
  1.1	3.8	3.3	17	6%	0.0	577	i	33	0.64	1299	-19	711	3%	i	29
> Cc1nc(SCC(=O)NC(=O)NCCC(C)C)c2c(-c3cccs3)csc2n1
  1	2.5	3.0	6.6	8%	1.2	1047	i	12	0.88	1443	31	661	11%	i	37
> Cc1cc(N2CCC(C)CC2)nc(SCC(=O)c2ccccc2)n1
  1	4.0	2.0	3.4	6%	-6.6	1167	i	4	-1.2	701	-7	764	8%	i	63
> COc1ccccc1CNC(=O)CCS(=O)(=O)c1cccs1
  1	3.5	2.7	1.6	2%	-0.4	1014	i	-5	0.19	1657	-1	662	5%	i	19
> O=C(OCC(=O)c1c[nH]c2ccccc12)c1cccc(S(=O)(=O)N2CCCCCC2)c1
  1.1	2.6	1.5	4.4	12%	-2.7	1204	i	12	-1.5	1462	-20	645	16%	i	64
> C=CCNC(=O)/C(C#N)=C/c1ccc2c(c1)OCCO2
  1.1	2.8	1.2	5.8	-9%	-0.2	1085	i	36	-0.3	1214	-19	580	-12%	i	48
> COC(=O)C1=NN(C(=O)c2ccc(C)cc2)C(O)(c2ccc(Cl)cc2)C1 (stereo not given)
  0.8	1.9	1.5	5.3	-2%	1.9	1379	i	-4	0.5	1702	.	.	-4%	i	9
> CCN(CC)S(=O)(=O)c1ccc2[nH]cc(C(=O)NCCc3ccccc3)c(=O)c2c1
  1.1	2.5	1.2	6.6	15%	-1.1	994	i	3	0.27	1028	4	737	18%	i	34
> Cn1c2c(c(=O)n(C)c1=O)CN(Cc1ccc3c(c1)OCO3)CN2
  1.1	2.0	0.8	16	2%	.	.	i	1	-0.32	1138	-7	624	4%	i	53
> COc1ccccc1/C=C/C(=O)Nc1ccc2c(c1)CCC2
  1	3.2	1.7	16	4%	1.4	1088	i	4	-0.61	1480	41	686	12%	i	44
> COCCCn1c(SCC(=O)Nc2cccc(C)n2)nnc1-c1ccco1
  1.1	2.7	2.1	5.0	0%	0.0	1027	i	2	0.72	1986	-15	576	4%	i	16
> CCOC(=O)CC(=O)CSc1nc2ccc(C)cc2cc1C#N
  1.2	3.3	2.2	2.8	-44%	-4.1	1164	i	6	0.18	1210	3	785	-14%	i	32
> COc1ccccc1NS(=O)(=O)c1cc(NC(=O)C2CCC2)ccc1N1CCCCC1
  .	.	.	.	.	-1.3	1298	.	.	0.3	983	-76	667	.	i	30
> O=C(/C=C\c1ccc2c(c1)OCO2)CC1(O)C(=O)Nc2ccccc21 (stereo not given)
  .	.	.	.	.	-1.2	1323	.	.	0.09	1064	1	714	.	i	12
> Cc1cc(-c2n[nH]c(=S)n2Cc2ccccc2)cs1
  1	5.8	2.6	5.3	19%	-3.3	562	i	-7	-0.3	1301	-5	705	12%	i	41

(list continues)
The line under a structure holds: TNAP activators	MT stabilizer	MT stabilizer Hoechst-high %	MT stabilizer cytotoxicity %	human PMI inhibitors	bCat nuc transl	bCat nuc transl cell count 5 µM	Autophagy mod	Autophagy mod cell loss 18 h	Ins promoter up	Ins promoter up cell count	Hep lipid drop	Hep lipid drop cells 6.5 µM	PMI inhibitors	T cell modulator	T cell modulator vesicle-bound %
> CCOC(=O)Cn1c(=O)cc(C)c2ccccc21
  1	3.1	2.1	8.6	-7%	0.5	1377	i	21	-0.43	1489	-16	652	-4%	i	25
> COc1ccc(-c2nc(C#N)c(NCc3ccco3)o2)cc1
  1.1	6.9	1.6	6.5	12%	-6.4	1106	i	15	-1.6	1619	15	739	14%	i	61
> COc1cc(O)c(C(CC(=O)N2CCCC2)c2ccc3c(c2)OCO3)c(OC)c1 (stereo not given)
  .	.	.	.	.	1.0	1078	.	.	0.1	662	-35	787	.	i	41
> CCN(C(=O)CSc1nnc2ccccn12)c1c(N)n(Cc2ccccc2)c(=O)[nH]c1=O
  1.2	3.2	2.6	6.9	-8%	-0.6	1080	i	-4	-0.19	1418	22	674	-2%	i	5
> Cc1c(Br)c([N+](=O)[O-])nn1CCCC(=O)Nc1sc2c(c1C(N)=O)CCC(C)C2 (stereo not given)
  1.2	2.4	1.5	11	0%	-2.3	1135	i	9	-0.17	1360	-7	634	12%	i	24
> CCOC(=O)c1cnn2c(C(F)F)cc(C3CC3)nc12
  1.1	12	28	97	3%	0.5	1059	i	0	.	.	-4	764	4%	i	59
> C/C(=N\NC(=O)c1ccn(C)n1)c1cccc(NC(=O)c2ccc(C)s2)c1
  1.1	3.9	1.9	5.2	3%	-1.1	593	i	-1	-0.44	1393	1	678	-3%	i	7
> CCOC(=O)C1C(=O)NC(c2ccccc2)=NC1c1ccc(Cl)cc1 (stereo not given)
  1.1	1.4	1.8	8.2	4%	1.1	1086	i	21	0.14	1850	0	579	2%	i	58
> CCO/N=C1\C(=O)N(c2ccccc2)c2ccccc21
  1.1	4.3	1.6	3.7	10%	0.4	1016	i	-7	-0.61	1209	-1	689	14%	i	49
> CC(C)N(C(=O)CSc1ncnc2sc(-c3ccccc3)cc12)C(C)C
  1	1.6	0.8	4.6	4%	5.4	1065	i	5	.	.	-24	745	8%	i	37
> Cn1cc(Br)c(C(=O)NC2CCCCC2)n1
  1.1	2.9	1.6	6.0	-1%	.	.	i	0	-0.3	1315	-4	704	-4%	i	34
> CCn1c(SCC(=O)Nc2cc(C)on2)nc2sc3c(c2c1=O)CCCC3
  1.1	3.1	1.6	6.5	-2%	-1.5	1105	+	5.3*	0.32	1073	-24	741	-6%	i	18
> CCN(CC)C(=O)N1CCC(NC(=O)c2ccc(C(C)(C)C)cc2)CC1
  1	4.3	1.9	7.1	-10%	-3.4	1025	i	6	-0.65	815	.	.	-7%	i	39
> CC(NC(=O)c1ccc(Cl)cc1)C(=O)NC1=NCCS1 (stereo not given)
  1.1	4.1	3.5	6.8	5%	3.5	1379	i	13	0.17	1456	.	.	2%	i	20
> O=C(CCc1ccc(S(=O)(=O)N2CCOCC2)cc1)N/N=C/c1ccc(F)cc1F
  1	2.0	0.7	6.3	10%	0.5	1075	i	-1	0.21	1074	10	653	5%	i	22

Ordered by the number under TNAP activators (largest number first): 3 from the list above.
SMILES | TNAP activators | MT stabilizer Hoechst-high % | human PMI inhibitors | PMI inhibitors | T cell modulator | T cell modulator vesicle-bound %
Cc1c(Br)c([N+](=O)[O-])nn1CCCC(=O)Nc1sc2c(c1C(N)=O)CCC(C)C2 (stereo not given) | 1.2 | 1.5 | 0% | 12% | i | 24
CC(NC(=O)c1ccc(Cl)cc1)C(=O)NC1=NCCS1 (stereo not given) | 1.1 | 3.5 | 5% | 2% | i | 20
CCN(CC)C(=O)N1CCC(NC(=O)c2ccc(C(C)(C)C)cc2)CC1 | 1 | 1.9 | -10% | -7% | i | 39

Next section:
The line under a structure holds: TNAP activators	MT stabilizer	MT stabilizer Hoechst-high %	MT stabilizer cytotoxicity %	human PMI inhibitors	bCat nuc transl	bCat nuc transl cell count 5 µM	Autophagy mod	Autophagy mod cell loss 18 h	Ins promoter up	Ins promoter up cell count	Hep lipid drop	Hep lipid drop cells 6.5 µM	PMI inhibitors	T cell modulator	T cell modulator vesicle-bound %
> CC1(C)Cc2nc3sc4c(SCC(=O)NCc5ccco5)ncnc4c3cc2CO1
  1.1	29*	45*	33*	-6%	59*	266*	i	51	-2.2	813	-8	712	9%	i	33
> CN(Cc1ccon1)Cc1cn(Cc2ccccc2)nc1-c1ccc2c(c1)OCO2
  1.1	2.3	3.0	0.9	18%	0.5	1136	i	11	-0.72	1395	-15	736	15%	i	50
> N#C/C(=C/c1ccc(C(=O)O)cc1)C(=O)Nc1ccccc1
  1	3.1	1.6	1.5	1%	-1.1	1105	i	22	-0.05	1128	2	713	-14%	i	40
> Cc1cccc(OCC(=O)N/N=C2/SCC(=O)N2Cc2ccco2)c1
  1.1	1.9	2.0	4.7	3%	0.5	975	i	-5	0.56	1352	-20	699	7%	i	53
> COc1ccc(NC(=O)C2C3CC/C=C\CCC32)cc1 (stereo not given)
  .	.	.	.	.	-4.0	1215	.	.	-0.4	1351	6	700	.	i	18
> CCNC(=S)N1CCN(C(=O)c2ccco2)CC1
  1	2.4	2.0	7.9	-5%	1.8	1394	i	-10	-0.48	1456	.	.	-12%	i	10
> CCc1ccc(NC2Nc3cc(C)nn3S2)cc1 (stereo not given)
  1.4	1.8	4.7	7.7	44%	.	.	i	11	-0.56	1053	-16	693	8.4µM*	i	51
> Cc1ccc(-c2cc3nn(-c4ccccc4)c(N)c3c(=O)o2)cc1
  1	3.2	2.0	6.6	6%	-0.2	1448	i	12	0.06	1438	.	.	8%	i	57
> CCOc1ccc(C(=O)NCC(C)C)cc1
  1.1	1.7	1.3	4.7	-2%	-0.7	1108	i	32	0.19	1734	-1	673	3%	i	9
> Cc1cccc(N2CCN(C(=S)NCCc3ccccc3)CC2)c1C
  1.2	1.5	2.1	3.6	-10%	-2.3	526	i	5	0.43	1287	9	637	-13%	i	22
> O=C(Nc1nc(-c2ccccn2)cs1)c1ccco1
  2.1	2.7	1.6	14	40%	0.0	1095	i	18	-2.8	975	26	670	37%	i	48
> COc1cc(C(=O)NC(=S)N(C)Cc2ccccc2)cc(OC)c1OC
  1.1	2.6	1.4	4.5	11%	-3.7	1051	i	19	-0.19	1352	1	695	-14%	i	54
> CCC1(c2cccc(Cl)c2)NC(=O)N(Cc2cc(C(=O)OC)c(C)o2)C1=O (stereo not given)
  1	4.6	3.4	9.3	-5%	-0.6	1066	i	12	0.66	797	12	798	2%	i	20
